Cycloheximide cs: counter-screen hit for Shiga toxin inhibitors, cycloheximide; hit rate 12% among 300,000; AID 2314; cell reporter, cycloheximide protein synthesis inhibition counterscreen; max response, %; in the data active = max response mostly above about 13%, no sharp cut-off; inactive = mostly below about 14%; note: read at 38.3 µM for the half of the compounds with a filed dose; 0% is about no effect
Giardia FBPA inh: blocks Giardia fructose-bisphosphate aldolase activity; purified Giardia FBPA; Potency, µM (series often up to 59.6 µM), for the others: top-dose activity, negative = inhibition, hits mostly inhibitors; hit rate 0.71% among 290,000; note: potency is the fitted concentration of half-maximal effect; % is set by controls: 0 for no effect and ±100 for the full control effect; nearly all actives have a fitted effect of over 55% in size
Target sequence (A8B2U2 whole entry, looked up): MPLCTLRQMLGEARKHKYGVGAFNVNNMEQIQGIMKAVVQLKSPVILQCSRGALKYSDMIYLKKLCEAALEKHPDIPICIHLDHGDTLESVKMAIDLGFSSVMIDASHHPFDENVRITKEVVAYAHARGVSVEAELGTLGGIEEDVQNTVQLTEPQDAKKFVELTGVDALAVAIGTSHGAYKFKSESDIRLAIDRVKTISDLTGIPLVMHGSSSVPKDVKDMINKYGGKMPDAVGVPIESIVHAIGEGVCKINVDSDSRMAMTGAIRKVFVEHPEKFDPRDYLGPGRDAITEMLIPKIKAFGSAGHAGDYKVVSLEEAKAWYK
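Giardia FBPA (40 nM reagent) was preincubated 10 min at RT with compound (up to 57.5 uM final), then substrate plus GAPDH/TPI/NAD/arsenate coupling system with diaphorase/resazurin was added; resorufin fluorescence (525/598 nm) was read after 20 min.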
AmpC no deterg: blocks E. coli AmpC beta-lactamase in detergent-free assay; P00811; AmpC nitrocefin hydrolysis, absorbance 480 nm, 0.0001% Triton; Potency, µM (highest dose often 57.1 µM), for inactives: at the highest dose activity change, negative = inhibition, hits mostly inhibitors; hit rate 0.52% among 330,000;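 note: potency is the fitted concentration of half-maximal effect; plate controls were no compound for no effect and no enzyme for full effect; nearly all actives have a fitted effect of over 20% in size; some results filed as inactive show a strong effect at the top dose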
Target sequence (P00811 whole entry, looked up): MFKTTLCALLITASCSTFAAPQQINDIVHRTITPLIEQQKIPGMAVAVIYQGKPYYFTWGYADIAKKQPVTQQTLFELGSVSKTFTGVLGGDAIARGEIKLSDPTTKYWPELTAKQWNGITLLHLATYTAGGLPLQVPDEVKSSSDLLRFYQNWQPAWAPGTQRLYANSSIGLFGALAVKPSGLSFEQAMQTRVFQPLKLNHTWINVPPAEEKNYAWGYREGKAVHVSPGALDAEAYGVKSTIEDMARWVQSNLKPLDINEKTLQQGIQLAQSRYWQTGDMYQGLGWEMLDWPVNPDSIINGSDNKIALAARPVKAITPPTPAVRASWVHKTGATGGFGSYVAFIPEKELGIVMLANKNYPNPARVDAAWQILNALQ
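20 mM phosphate pH 7.0 + 0.01% (detergent screen) or 0.0001% Triton X-100; 5.3 nM AmpC reagent; cpd preinc 15 min RT; nitrocefin (800 uM stock) to start; A480 q20 s × 4 min; Activity was normalised to no-enzyme and no-compound control wells.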
HCMV antiviral: human cytomegalovirus inhibition; HFF cells, HCMV-luciferase reporter, 72 h; active compounds read low; activity change, negative = inhibition, % at 57.5 µM; hit rate 4.5% among 410,000; in the data active = activity change below about -60%; inconclusive = no clear call, values can overlap the other calls; inactive = above about -39%; note: % is set by controls: 0 for no effect and ±100 for the full control effect
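HFF cells seeded 16 h at 37C, treated with compounds, infected with luciferase-reporter HCMV at MOI 1 PFU/cell; luciferase read at 72 h post infection, normalized to buffer-only and Salinomycin controls.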
AmpC detergent: blocks E. coli AmpC beta-lactamase in detergent assay | AmpC hydrolysis of nitrocefin, absorbance 480 nm, 0.01% Triton | P00811 | hit rate 0.041% among 370,000 | Potency, µM (titrated, usually from 114 µM), for inactives: at the top dose activity change, negative = inhibition, most hits filed as inhibitors | AID 485294;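 note: potency is the fitted concentration of half-maximal effect; 0% = no-compound wells and -100% = no-enzyme wells; nearly all actives have a fitted effect of over 25% in size; some results filed as inactive show a strong effect at the top dose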
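AmpC (5.3 nM in the dispensed reagent) in 20 mM phosphate pH 7.0 with 0.01% (detergent screen) or 0.0001% Triton X-100 was preincubated with compounds for 15 min at room temperature. Nitrocefin was then added from an 800 uM solution, and hydrolysis was followed at 480 nm.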
AMA1 RON2 block: AMA1-RON2 (P. falciparum) interaction inhibition; AlphaScreen AMA1-biotinylated RON2 peptide binding; Potency, µM (highest dose often 58.2 µM), inactives show at the top dose activity change, negative = inhibition, most hits filed as inhibitors; hit rate 0.2% among 360,000;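 note: potency is the fitted concentration of half-maximal effect; 0% = vehicle wells and -100% = peptide control; nearly all actives have a fitted effect of over 45% in size; some results filed as inactive show a strong effect at the top dose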
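AMA1 (3D7) with his tag at 25 nM final met compounds first, then biotinylated RON2 peptide at 25 nM; detection used donor plus acceptor beads, 10 µg/mL apiece, read by AlphaScreen after 30 min at room temperature.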
Shiga toxin inh: inhibitors of Shiga toxin in Vero cells. Vero cells, Shiga toxin protein synthesis inhibition reporter. AID 2315. inhibition, % at 38.7 µM. hit rate 9.2% among 290,000; in the data active = inhibition mostly above about 28%, no sharp cut-off; inactive = mostly below about 43%; note: 0% is about no effect
An asterisk follows results filed as active; ? = inconclusive; nt = no result given; [ ] = dose if it differs, or a comment. Unless noted, calls come from the whole dose curve; as a rule, active = well fitted curve in the direction sought with a large enough effect; inconclusive = small, poorly fitted or top-dose-only effect, or another doubt; inactive = no such curve, though single readings can be large; an effect the other way counts as inactive or inconclusive.

[1] CC1CCCCC1NC(=O)C1Cc2ccccc2CN1S(C)(=O)=O (stereo not drawn)
[2] CC(C)c1nnc(SCc2ccc(CSc3nnc(C(C)C)n3N)cc2)n1N
[3] Cc1ccc(S(=O)(=O)N2[C@@H](c3ccccc3F)C(C(=O)O)=CC[C@H]2c2cccs2)cc1
[4] COC(=O)N1c2ccccc2CCc2ccccc21
[5] CC(OC(=O)c1snc(C(=O)NC2CCCCC2)c1N)C(=O)NC1CCCCC1 (stereo not drawn)
[6] O=C(c1ccncc1)N(Cc1cc2ccccc2[nH]c1=O)C1CCCCC1
Screen / compound no.	1	2	3	4	5	6
Cycloheximide cs	-1	-1	nt	-2	-3	-4
Giardia FBPA inh	1%	-19%	nt	-3%	2%	3%
AmpC no deterg	-7%	nt	-20%	0%	-21%	-7%
HCMV antiviral	0	-11	-19	-19	32	-16
AmpC detergent	-9%	1%	-4%	0%	5%	9%
AMA1 RON2 block	-3%	-2%	-3%	-9%	-8%	-6%
Shiga toxin inh	-3	-20	nt	-5	-3	-2

Random excerpt: 2 entries already listed.
[5] CC(OC(=O)c1snc(C(=O)NC2CCCCC2)c1N)C(=O)NC1CCCCC1 (stereo not drawn)
[6] O=C(c1ccncc1)N(Cc1cc2ccccc2[nH]c1=O)C1CCCCC1
Screen / compound no.	5	6
Cycloheximide cs	-3	-4
Giardia FBPA inh	2%	3%
AmpC no deterg	-21%	-7%
HCMV antiviral	32	-16
AmpC detergent	5%	9%
AMA1 RON2 block	-8%	-6%
Shiga toxin inh	-3	-2

Next part.
[7] CC(C)Nc1nnc(SCC(=O)Nc2ccc(F)cc2)s1
[8] CCCC(C)C(=O)NC1CCSC1=O (stereo not drawn)
[9] Cc1cc(CNC(=S)Nc2cccc(Cl)c2Cl)nn1C
[10] CC1CCN(C(=O)CSc2nnc(CNC(=O)c3c(F)cccc3F)o2)CC1
[11] NC(=O)c1sc2nc3c(c(-c4ccccc4)c2c1N)CCC3
[12] O=C(NC(=S)Nc1ccc2[nH]c(=O)[nH]c2c1)c1cccc(F)c1
Screen / compound no.	7	8	9	10	11	12
Cycloheximide cs	6	-2	-1	-2	-2	-8
Giardia FBPA inh	-10%	1%	0%	-6%	10%	?
AmpC no deterg	-25%	-17%	-13%	3%	-8%	-17%
HCMV antiviral	37	0	-21	?	-94*	-27
AmpC detergent	-12%	?	-5%	6%	-10%	-1%
AMA1 RON2 block	15%	-5%	18%	7%	21%	22%
Shiga toxin inh	9	2	-7	-16	-12	-9

[13] COC(=O)c1cn(NC(=O)Cc2c(F)cccc2Cl)c(=O)c2ccccc12
[14] O=C(NCc1ccccc1Cl)c1cnccn1
[15] CCOC(=O)c1ccc(NC(=S)N2CCC(C(N)=O)CC2)cc1
[16] CN1CCN(S(=O)(=O)c2cccc(C(=O)N3CCN(c4ccccc4)CC3)c2)CC1
[17] Cc1cc(Cl)ccc1NC(=O)COC(=O)c1c(C)noc1C
[18] COc1ccc(N2CCN(C(=O)COC(=O)c3cc(S(=O)(=O)N(C)C)ccc3N3CCCC3)CC2)cc1
Screen / compound no.	13	14	15	16	17	18
Cycloheximide cs	-3	1	1	nt	nt	nt
Giardia FBPA inh	10%	-5%	-11%	nt	nt	nt
AmpC no deterg	-41%	-13%	-10%	72%[activator]	-15%	177%[activator]
HCMV antiviral	-20	33	-23	-9	-28	-4
AmpC detergent	1%	-10%	-2%	nt	1%	-3%
AMA1 RON2 block	-18%	2%	0%	0%	-5%	-10%
Shiga toxin inh	-12	-5	-12	nt	nt	nt

The closing 2 compounds of the part above open the next one:
[17] Cc1cc(Cl)ccc1NC(=O)COC(=O)c1c(C)noc1C
[18] COc1ccc(N2CCN(C(=O)COC(=O)c3cc(S(=O)(=O)N(C)C)ccc3N3CCCC3)CC2)cc1
[19] CCN1CCN(C(=O)CCc2nnc(CCc3ccc(OC)cc3)o2)[C@@H](C)C1=O
[20] COc1ccc(Oc2c(C=O)c3ccccc3n2C)cc1
[21] Cn1c(=O)c2ncn(CC(=O)NCCC3=CCCCC3)c2n(C)c1=O
[22] O=C(c1cccc(F)c1F)N1CCCc2ccccc21
[23] CCOc1ccc(C(=O)C2CCN(CC(=O)Nc3ccccc3N3CCOCC3)CC2)cc1
[24] CC1(C)CC(=O)C2=C(C1)N(c1ccccc1)C(=O)CC2c1ccsc1 (stereo not drawn)
Screen / compound no.	17	18	19	20	21	22	23	24
Cycloheximide cs	nt	nt	23*	0	1	6	0	-6
Giardia FBPA inh	nt	nt	nt	4%	-7%	-6%	0%	4%
AmpC no deterg	-15%	177%[activator]	26%	-24%	-10%	-1%	82%[activator]	-2%
HCMV antiviral	-28	-4	28	-24	26	-4	?	7
AmpC detergent	1%	-3%	-1%	-10%	?	?	-8%	?
AMA1 RON2 block	-5%	-10%	6%	6%	5%	2%	-15%	-5%
Shiga toxin inh	nt	nt	30	-20	-4	nt	-15	-10

[25] N#C/C(=C(/O)COC(=O)c1ccc(Cl)c(S(=O)(=O)N2CCOCC2)c1)c1nc2ccccc2[nH]1
[26] O=C(Nc1cccc(-c2nnc(-c3ccccc3)o2)c1)c1ccc(Br)o1
[27] CCOc1cc(CNCc2cccs2)cc(Br)c1OCC
[28] COc1ccc(CCCC(=O)NC(C)c2ccccc2)cc1 (stereo not drawn)
[29] CCN(CC)CCCCOc1ccccc1OC
[30] CCCCn1c(N)c(N(CCOC)C(=O)c2cc(S(=O)(=O)N3CCOCC3)ccc2F)c(=O)[nH]c1=O
Screen / compound no.	25	26	27	28	29	30
Cycloheximide cs	13	15	-3	1	7	nt
Giardia FBPA inh	9%	0%	-2%	-5%	-24%	nt
AmpC no deterg	29%	-29%	-14%	-24%	-3%	-2%
HCMV antiviral	-13	62	-27	-36	-6	5
AmpC detergent	-8%	-13%	?	-10%	0%	-1%
AMA1 RON2 block	52%[activator]	-16%	-4%	-9%	-7%	-6%
Shiga toxin inh	-15	19	-27	-2	-1	nt

[31] CCOc1cc(N2CCOCC2)c(OCC)cc1NC(=O)COC(=O)/C=C/c1ccc(OC(F)F)cc1
[32] Cc1nc(C)c(-c2ccc(SCC(=O)Nc3cccc(Cl)c3C)nn2)s1
[33] S=C(NCC1CCCO1)NC1CCCC1 (stereo not drawn)
[34] COc1ccc(-c2noc(COC(=O)c3ccco3)n2)cc1OC
[35] COc1ccc(C(=O)N2CCN(C(=O)Cc3ccccc3)CC2)cc1OC
[36] CC(=O)Nc1ccc(NC(=O)COC(=O)Cn2cnc3ccccc32)cc1
Screen / compound no.	31	32	33	34	35	36
Cycloheximide cs	nt	9	-2	nt	0	nt
Giardia FBPA inh	nt	nt	0%	nt	5%	nt
AmpC no deterg	0%	151%[activator]	-13%	-13%	4%	-3%
HCMV antiviral	22	?	?	-27	12	-24
AmpC detergent	?	2%	?	4%	?	nt
AMA1 RON2 block	-1%	-11%	23%	-1%	-2%	7%
Shiga toxin inh	nt	14	-4	nt	-6	nt

[37] [O-][n+]1cccc2ncc3cscc3c21
[38] COC(=O)C1=C(O)/C(=C\c2cc(C)n(-c3ccccc3C)c2C)N=C1C
[39] CC(OC(=O)/C=C/c1cccs1)C(=O)NC1CCCCC1C (stereo not drawn)
[40] O=C(CCS(=O)(=O)c1ccc(Br)cc1)NCc1ccc(F)cc1
[41] COCC(=O)Nc1nc2ccc(C)cc2s1
[42] CCCCOc1ccc(C(=O)Nc2ccc(S(=O)(=O)Nc3cc(C)on3)cc2)cc1OC
Screen / compound no.	37	38	39	40	41	42
Cycloheximide cs	-1	1	10	17	52*	-6
Giardia FBPA inh	0%	7.1µM*	nt	-10%	2%	3%
AmpC no deterg	-19%	-29%	-20%	-5%	-10%	-23%
HCMV antiviral	-38	20	-10	3	95	?
AmpC detergent	-9%	-3%	-1%	-7%	0%	-10%
AMA1 RON2 block	-3%	7%	-12%	6%	0%	-12%
Shiga toxin inh	-38	-7	-25	-13	65*	-5

[43] C[N+]1(CC2COC(c3ccco3)O2)CCCCC1 (stereo not drawn)
[44] CCOC(=O)c1ccc(NC(=O)NC2CC3CCC(C2)N3Cc2nnnn2C(C)(C)C)cc1 (stereo not drawn)
[45] Cn1c(=O)c([N+](=O)[O-])c(NCC2CCCO2)c2ccccc21 (stereo not drawn)
[46] CS(=O)(=O)c1ccccc1C(=O)Nc1ccc(S(=O)(=O)N2CCCC2)cc1
[47] O=C(CNC(=O)c1cccnc1)N/N=C/c1cccnc1
[48] Cc1ccc(C)c(N2CCN(CC3CC=CCC3)CC2)c1 (stereo not drawn)
Screen / compound no.	43	44	45	46	47	48
Cycloheximide cs	-4	2	-1	nt	-3	-3
Giardia FBPA inh	-1%	-3%	-2%	nt	10%	-20%
AmpC no deterg	-16%	3%	-18%	-11%	-6%	-22%
HCMV antiviral	-25	-20	15	-39	-5	-32
AmpC detergent	-12%	?	3%	nt	2%	?
AMA1 RON2 block	-4%	6%	0%	-3%	-8%	1%
Shiga toxin inh	23	22	-12	nt	-13	-5

[49] NNC(=O)c1csc(-c2ccccc2)n1
[50] COc1ccc2c(c1)C(c1ccc(N3CCOCC3)cc1)=NNC(c1cccnc1)=N2
[51] Cc1ccc(/C([O-])=C(/C(=S)NCc2ccc3c(c2)OCO3)[n+]2ccc(N(C)C)cc2)c(C)c1
[52] O=C(Nc1ccccc1Cl)N1CCN(c2ncccn2)CC1
[53] CCCCCCCNC(=O)c1cc(-c2ccncc2)nc2ccccc12
[54] COc1ccccc1NC(=O)c1cccc(S(=O)(=O)N2CCN(Cc3ccccc3)CC2)c1
Screen / compound no.	49	50	51	52	53	54
Cycloheximide cs	3	2	-3	1	-2	nt
Giardia FBPA inh	1%	5%	-3%	0%	3%	nt
AmpC no deterg	-42%	74%[activator]	10%	-14%	130%[activator]	4%
HCMV antiviral	12	8	-70*	-27	2	-8
AmpC detergent	?	-12%	3%	?	-12%	?
AMA1 RON2 block	17%	-12%	-7%	3%	5%	-6%
Shiga toxin inh	1	-16	5	23	-6	nt

[55] CNC(CC(=O)c1ccc([N+](=O)[O-])cc1)C(Cl)(Cl)Cl (stereo not drawn)
[56] C[n+]1ccc(C(=O)NCCC[N+](C)(C)C)cc1/C=N/O
[57] COc1ccccc1N=Nc1ccc(O)c2ncccc12
[58] C=C(C)c1cccc(C(C)(C)NC(=O)NC2CCCC2)c1
[59] O=C(Nc1cn(-c2ccccc2)nc1-c1ccc(Cl)cc1)c1ccccc1
[60] CCCCNC(=O)COC(=O)CCC(=O)c1ccc(Cl)cc1
[61] CCN(CC)CCCNC(=O)C1c2ccccc2C(=O)N(CCOC)C1c1ccc(F)cc1 (stereo not drawn)
Screen / compound no.	55	56	57	58	59	60	61
Cycloheximide cs	7	-2	62*	-2	-2	-2	1
Giardia FBPA inh	-28%	-8%	?	8%	1%	4%	2%
AmpC no deterg	-18%	-2%	-11%	-16%	-28%	15%	17%
HCMV antiviral	nt	31	-73*	?	39	-21	-30
AmpC detergent	-12%	4%	-7%	?	-14%	0%	0%
AMA1 RON2 block	-11%	-3%	-73%	6%	-3%	-8%	-5%
Shiga toxin inh	-2	20	90*	-5	-5	-4	-17
